Assay outcomes deposited in PubChem BioAssay by Broad Institute.
ERAP1 inh = blocks human ERAP1 aminopeptidase activity. Q9NZ08. recombinant ERAP1, Leu-AMC fluorescence, 60 min. inhibition, % at 10.7 µM. hit rate 0.15% among 340,000. AID 652197;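 active = mean replicate inhibition of at least 30%, or all replicates individually reaching that 30% level; inactive = mean below 30% and not every replicate reaching it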;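 also: 0% = neutral control wells and 100% = L-leucinethiol positive control wells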
Xi reactivation = X-chromosome reactivation activator. activation, % at 7.58 µM. AID 743238. XiGFP mouse fibroblasts, % GFP-positive cells imaging, 3 d; cells co-treated with 5-aza-dC sensitizer; scaled so ellipticine positive control = 100%. hit rate 0.055% among 360,000;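 active = mean normalized replicate activation at least 10% and every replicate at or above 10%; inconclusive = only one of the two criteria met; inactive = mean below 10% and not all replicates reach 10%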;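 also: 0% = median of on-plate neutral control wells and 100% = ellipticine 6 µM median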
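System: SV40-immortalized XiGFP fibroblast cells, line 68-5-11 / Incubation: 3-day compound exposure, then 15 min fixation at room temperature / Compound: single concentration per compound, delivered by pin transfer / Buffer or medium: DMEM plus 5-aza-dC sensitizer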
ERp5 inh = inhibitors of human ERp5; ERp5 insulin aggregation, absorbance 650 nm, 90 min; inhibition, % at 9.99 µM; Q15084; hit rate 0.05% among 350,000;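 active = mean replicate inhibition above about 25%, with every replicate also reaching it, limit read from the data, passing the limit was not always enough; inconclusive = only one of those two criteria met; inactive = neither criterion met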
Target sequence (Q15084 whole entry, looked up): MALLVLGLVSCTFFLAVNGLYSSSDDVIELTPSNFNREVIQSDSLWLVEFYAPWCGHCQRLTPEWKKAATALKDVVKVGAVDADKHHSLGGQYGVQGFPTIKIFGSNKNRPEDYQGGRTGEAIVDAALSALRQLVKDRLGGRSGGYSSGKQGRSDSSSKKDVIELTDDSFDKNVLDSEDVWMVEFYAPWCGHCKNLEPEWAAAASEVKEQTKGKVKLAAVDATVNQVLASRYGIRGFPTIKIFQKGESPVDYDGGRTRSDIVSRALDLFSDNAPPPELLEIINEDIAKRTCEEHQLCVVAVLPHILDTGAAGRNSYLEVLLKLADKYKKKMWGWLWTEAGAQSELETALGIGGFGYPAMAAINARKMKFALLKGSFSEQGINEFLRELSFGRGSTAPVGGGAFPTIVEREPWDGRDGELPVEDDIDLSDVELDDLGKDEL
RAD54 inh = inhibitors of human RAD54 branch migration. Q92698. RAD54 Holliday junction branch migration, FAM/BHQ fluorescence. inhibition, % at 10.4 µM. hit rate 0.14% among 360,000;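 active = mean normalized replicate activity at least 40 and at least half of replicates scoring 40 or more; inconclusive = only one of the two criteria met; inactive = mean below 40 and under half of replicates reaching 40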;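 also: 0% = median of neutral control wells and 100% = median of positive control wells; inhibitors cause a drop in the FAM fluorescence signal; in these data hits start at about 50%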
esBAF inh = SWI/SNF esBAF complex inhibition. mouse ES cells, Bmi1-luciferase knock-in reporter, 24 h; 100% = twice the neutral-well signal. reporter increase, % at 12.5 µM. hit rate 2% among 350,000. AID 602393; in the data active = activation above about 40%; inconclusive = no clear call, values can overlap the other calls;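 also: 0% = median of the plate's neutral control wells and 100% = double that signal; a rise in the Bmi1 reporter signal indicates esBAF inhibition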
E-sel inducer = E-selectin induction on HUVECs; HUVEC E-selectin immunofluorescence imaging; normalized: neutral wells 0, TNF-alpha wells 100; activation, % at 7.58 µM; hit rate 0.37% among 260,000;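 active = mean E-selectin-positive cell signal at least 10% of the positive control, reached in at least 60% of replicates, without over 20% cell loss; inconclusive = no rule given, readout overlaps actives, possibly toxicity-flagged; inactive = the rest, including those meeting only one limit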;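 also: in these data hits start at about 27%; measured in HUVEC primary endothelial cells; signal is the percent of cells scored E-selectin positive by PE staining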
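Read-out basis: % PE-positive cells; Test system: HUVEC primary endothelial cells; Technique: immunofluorescence imaging; Dosing: single-point compound dose.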
S100A4 MyoIIA = blocks human S100A4 binding to myosin IIA peptide | S100A4/TAMRA-MyoIIA peptide fluorescence polarization | inhibition, % at 10.7 µM | hit rate 0.14% among 360,000 | AID 652163;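 active = mean inhibition of at least 70% across replicates, with every replicate also reaching that level; inconclusive = mean inhibition reaches 70% but some replicates fall short; inactive = mean inhibition below 70%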
Target sequence (P26447 whole entry, looked up): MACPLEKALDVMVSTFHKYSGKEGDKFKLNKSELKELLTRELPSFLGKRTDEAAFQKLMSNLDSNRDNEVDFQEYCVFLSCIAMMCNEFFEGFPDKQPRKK
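Material: S100A4 monomer protein / Buffer or medium: 50 mM HEPES pH 7.2, 10 mM CaCl2, 100 mM KCl / Times: 5 min incubation before reading / Benchmarks: neutral control DMSO, positive control TFP / Reagent: labelled myosin peptide probe, 5 nM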
RAD52 inh = blocks human RAD52 DNA annealing. P43351. recombinant RAD52 DNA annealing, FRET fluorescence. inhibition, % at 18.7 µM. hit rate 0.46% among 360,000. AID 651710;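 active = every replicate showing at least 50% inhibition; inconclusive = mean inhibition at least 50% but not in every replicate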
Target sequence (P43351 whole entry, looked up): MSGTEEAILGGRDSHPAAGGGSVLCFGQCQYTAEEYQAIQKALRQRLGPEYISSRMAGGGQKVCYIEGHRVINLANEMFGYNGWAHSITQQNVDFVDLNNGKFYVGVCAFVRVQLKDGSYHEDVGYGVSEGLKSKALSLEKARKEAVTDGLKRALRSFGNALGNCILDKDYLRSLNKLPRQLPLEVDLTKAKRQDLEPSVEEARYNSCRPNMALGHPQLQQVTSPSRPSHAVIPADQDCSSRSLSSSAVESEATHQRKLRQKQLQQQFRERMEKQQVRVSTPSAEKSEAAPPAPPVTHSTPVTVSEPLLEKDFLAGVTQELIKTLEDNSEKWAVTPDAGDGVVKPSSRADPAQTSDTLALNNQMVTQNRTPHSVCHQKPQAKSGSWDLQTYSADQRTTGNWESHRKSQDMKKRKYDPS
Numbers without * were called inactive; ? = inconclusive; / = no result given.

SMILES	ERAP1 inh	Xi reactivation	ERp5 inh	RAD54 inh	esBAF inh	E-sel inducer	S100A4 MyoIIA	RAD52 inh
O=C(CCS(=O)(=O)c1ccccc1)NC1CCCCC1	-0.1	-0.2	5.7	-5.6	/	-0.4	-1.7	-6.2
O=C(Nc1ccc(Cl)cc1[N+](=O)[O-])c1ccc2c(c1)OCCO2	-3.6	0.1	3.7	1.3	?	-0.1	-1.7	-8.4
COc1ccc(-c2cc3onc(-c4c(Cl)cccc4Cl)c3c(=O)n2C)cc1	-2.3	1.0	-0.4	2.8	34.8	-0.2	1.1	1.4
C[C@H](CO)N1C[C@H](C)[C@@H](CN(C)Cc2cncnc2)Oc2ncc(C#CC3(O)CCCC3)cc2C1=O	2.1	-0.3	4.2	0.7	-9.6	-0.2	-0.4	9.7
COc1ccc(-c2nc3nc(SC)nn3cc2C)cc1F	-1.0	0.5	2.4	/	/	-1.7	6.3	-16.9
CN1/C(=C\C(=S)NC(=O)c2cccc(Br)c2)C(C)(C)c2ccccc21	0.2	0.0	1.6	3.8	-49.2	6.6	-13.1	-42.2
COc1ccc(N2CC(C(=O)Nc3ccncc3)CC2=O)cc1 (centres undefined)	2.7	-0.1	8.6	-13.9	1.3	/	-0.2	-5.8
COc1ccccc1NC(=S)N1CCN(c2ccc(F)cc2)CC1	2.7	0.2	-0.2	2.7	-2.2	3.5	4.4	-2.7
O=C(O)C(=Cc1cccc([N+](=O)[O-])c1)c1ccccc1	2.0	-0.1	-3.1	/	/	0.2	-0.4	-6.8
CCN1[C@H](C(=O)NC2CCCC2)[C@@H](CO)[C@@H]2Cn3c(ccc(-c4ccccc4F)c3=O)[C@@H]21	-2.4	0.0	7.8	-7.7	4.6	-0.7	1.1	4.4
CCOC(=O)N1CCN(C(=O)COC(=O)c2cc(C)ccc2C)CC1	1.2	0.1	7.6	4.0	-0.9	0.0	2.6	-6.4
CCOC(=O)CSc1nnc(NC(=O)c2ccc3c(c2)OCO3)s1	2.8	0.3	2.3	-5.2	-37.6	/	-4.5	-11.8
CC(C)=CCC1=C(OCC(=O)O)C(=O)c2ccccc2C1=O	5.9	-0.1	2.2	/	/	0.0	1.8	-18.2
C[C@@H]1CN([C@@H](C)CO)C(=O)c2cccc(NC(=O)c3ccncc3)c2O[C@H]1CN(C)C(=O)NC1CCCCC1	2.3	-1.0	2.0	-11.9	2.4	/	-0.4	0.7
O=c1[nH]n2cc(-n3cc([N+](=O)[O-])cn3)cnc2c1Br	6.0	0.0	0.1	/	/	2.5	-0.8	-3.5
CCCCc1nc2cc(C(=O)N3CCC(OCCOC)CC3)ccc2o1	0.0	0.0	-0.1	-11.2	24.0	/	-1.5	2.1
Cc1ccccc1C(=O)Oc1cc(N)n(S(=O)(=O)c2ccccc2)n1	0.3	0.0	-2.3	/	0.4	/	3.6	-6.5
CC(C(=O)N1CCCC1)N(c1ccccc1)S(C)(=O)=O (centres undefined)	1.9	0.0	3.6	-8.5	-4.0	/	1.5	-2.6
COc1cccc2cc(C(=O)CS(=O)(=O)c3ccc(C(C)(C)C)cc3)c(=O)oc12	1.2	0.0	-14.4	-10.1	3.9	0.0	-1.6	-17.1
COC(=O)[C@H](C)NC(=O)NCc1ccc(S(N)(=O)=O)cc1	-2.1	-0.1	-4.6	-3.3	-3.6	3.2	-1.1	-10.4
O=C(C[C@@H]1C[C@H]2c3cc(NC(=O)c4cccnc4)ccc3O[C@H]2[C@@H](CO)O1)NCc1cccnc1	2.8	0.0	6.8	-2.5	-5.7	-0.2	11.3	-17.7
N#Cc1ccc(OCC(=O)NCC(c2cccs2)N2CCOCC2)cc1 (centres undefined)	0.4	0.1	3.5	0.3	-6.2	1.4	4.3	11.4
CC1=CC(=O)CC2C1(C)CCC(C)C2(C)CCC(C)CC(=O)O (centres undefined)	-14.2	/	0.1	2.6	-0.8	/	10.2	-6.5
N#C[C@H]1[C@@H](c2ccc(C3=CCCCC3)cc2)[C@H](CO)N1C(=O)c1cccc(F)c1	-3.9	0.2	1.4	-3.7	-2.8	0.8	-8.8	-16.1
O=C(NC1CC1)c1nc(Cn2cc([N+](=O)[O-])cn2)no1	-4.0	0.0	1.3	-3.4	-5.2	0.2	-1.2	-8.5

4 compounds from above, ordered by their value in S100A4 MyoIIA, rising:
SMILES | ERAP1 inh | ERp5 inh | esBAF inh | S100A4 MyoIIA | RAD52 inh
O=C(Nc1ccc(Cl)cc1[N+](=O)[O-])c1ccc2c(c1)OCCO2 | -3.6 | 3.7 | ? | -1.7 | -8.4
O=c1[nH]n2cc(-n3cc([N+](=O)[O-])cn3)cnc2c1Br | 6.0 | 0.1 | / | -0.8 | -3.5
C[C@H](CO)N1C[C@H](C)[C@@H](CN(C)Cc2cncnc2)Oc2ncc(C#CC3(O)CCCC3)cc2C1=O | 2.1 | 4.2 | -9.6 | -0.4 | 9.7
O=C(C[C@@H]1C[C@H]2c3cc(NC(=O)c4cccnc4)ccc3O[C@H]2[C@@H](CO)O1)NCc1cccnc1 | 2.8 | 6.8 | -5.7 | 11.3 | -17.7

The main list resumes, starting 2 compounds before the break.
SMILES	ERAP1 inh	Xi reactivation	ERp5 inh	RAD54 inh	esBAF inh	E-sel inducer	S100A4 MyoIIA	RAD52 inh
N#C[C@H]1[C@@H](c2ccc(C3=CCCCC3)cc2)[C@H](CO)N1C(=O)c1cccc(F)c1	-3.9	0.2	1.4	-3.7	-2.8	0.8	-8.8	-16.1
O=C(NC1CC1)c1nc(Cn2cc([N+](=O)[O-])cn2)no1	-4.0	0.0	1.3	-3.4	-5.2	0.2	-1.2	-8.5
COc1ccccc1OCC(=O)Nc1ccccc1C(=O)N1CCCCC1	-0.1	0.0	7.5	16.3	/	-0.1	-2.2	2.9
CCC(=O)Nc1ccccc1-c1nnn(CC(=O)N2c3ccccc3CC2C)n1 (centres undefined)	-0.7	/	3.3	-1.7	-4.8	/	-4.2	-10.8
Cc1nccn1CC(=O)c1ccccc1	-1.0	0.0	-1.4	1.0	-5.7	0.5	-3.2	-3.6
CC(C)c1ccc(N(CC(=O)NCc2ccc(F)cc2)C(=O)c2csnn2)cc1	-0.8	0.0	-1.7	/	/	/	-0.4	-10.4
COc1ccc(CN(C)C[C@@H]2Oc3c(NC(=O)Nc4ccccc4)cccc3C(=O)N([C@H](C)CO)C[C@@H]2C)cc1	2.5	-0.4	0.1	3.6	8.0	-0.5	37.9	13.7
COc1ccc(Cl)cc1NC(=O)c1nnn(CC(=O)Nc2ccc3c(c2)OCO3)c1N	1.3	0.0	7.3	14.7	2.1	2.9	-2.3	-16.8
COc1cc2cnc(C3=CCCCC3)cc2cc1OC	/	0.3	1.4	6.9	24.5	0.5	0.1	-3.7
COc1ccc(NC(=O)Nc2ccc3c(c2)C(=O)N([C@@H](C)CO)C[C@H](C)[C@@H](CN(C)S(=O)(=O)c2ccccc2)OCCCC[C@@H](C)O3)cc1	2.9	0.3	-4.9	0.3	5.4	/	7.7	-23.9
CC(C)CC(COCc1ccc(Cl)cc1)N1CCN(C(=O)c2cccc(C(F)(F)F)c2)CCC1=O (centres undefined)	3.3	-0.1	-2.0	-5.4	2.8	0.1	5.7	-5.0
N#Cc1ccc(S(=O)(=O)N2CCC(C(=O)Nc3cccc(C(=O)NC4CC4)c3)CC2)cc1	0.9	0.0	-3.9	-6.4	-11.3	/	59.0	-18.0
O=C(c1ccc([N+](=O)[O-])cc1)N1CCN(C(=O)c2cccs2)CC1	-4.1	-0.3	6.2	/	/	-0.2	-12.1	-20.6
Nc1nonc1-n1nnc(C(=O)N/N=C/c2c(F)cccc2Cl)c1-c1ccc2c(c1)OCO2	1.8	0.0	0.1	7.4	0.2	/	-2.9	5.0
O=C(N/C=N/O)C(c1ccccc1)c1ncc(C(F)(F)F)cc1Cl (centres undefined)	-1.3	0.0	-1.7	-5.0	-4.0	0.4	0.0	-7.2
O=c1[nH]c(=S)[nH]c2c1C(c1cccc(C(F)(F)F)c1)OC(CCc1ccccc1)C2 (centres undefined)	1.9	0.0	-2.7	/	/	/	-1.1	-2.9
Cc1cc(=O)oc2cc(OCC(=O)Nc3ccc(CN4CCOCC4)cc3)ccc12	-0.7	0.0	-0.2	-2.3	-0.5	/	1.4	-7.8
CCOC(=O)c1sc(NNC(=O)c2ccc(C)cc2)nc1C	0.8	0.0	/	-6.1	/	/	-5.6	-2.8
C[C@@H]1CN([C@@H](C)CO)C(=O)c2cc(NC(=O)Nc3ccccc3)ccc2O[C@@H](C)CCCCO[C@@H]1CN(C)Cc1ccc2c(c1)OCO2	-0.4	0.0	0.3	-3.2	-7.8	-0.2	?	44.3
COCCNC(=O)C[C@@H]1C[C@H]2c3cc(NC(=O)c4cccnc4)ccc3O[C@H]2[C@@H](CO)O1	-0.2	0.3	15.1	0.0	0.0	-0.4	2.9	5.7
O=C(NCCCn1ccnc1)c1cccc(S(=O)(=O)NCc2ccccc2)c1	7.0	0.5	2.6	-0.1	-0.6	0.1	5.0	-14.6
CC(C)NC(=O)Nc1ccc2c(c1)C(=O)N([C@H](C)CO)C[C@H](C)[C@H](CN(C)C)OCCCC[C@@H](C)O2	3.1	0.0	1.8	-1.5	/	-0.1	4.6	9.1
C/C=C/c1ccc([C@@H]2[C@@H](CO)N(C(C)=O)[C@@H]2CN(CC)C(=O)CN(C)C)cc1	-2.3	0.2	9.9	3.1	1.3	-0.3	-11.0	-14.5
CCOc1ccc(S(=O)(=O)N(CC)CC)cc1NC(=O)CSCc1c(C)noc1C	2.0	0.4	-2.8	-6.7	7.3	0.2	-6.2	-9.0
O=C(Nc1cccc(/C=C/c2nc3ccccc3c(=O)[nH]2)c1)c1ccccc1Cl	-1.7	0.0	1.9	0.8	79.5*	?	-1.4	-25.4
C/C(CC(=O)Nc1ccc(Br)cc1)=N\NC(=O)c1cccc(O)c1	1.5	-0.1	-0.2	-4.7	11.5	0.6	-3.2	12.1
CC(C)N(C(=O)[C@H]1C[C@H](CC(=O)NCCCn2ccnc2)C(=O)N2CCc3c([nH]c4cc(CCC(=O)N(C)C)ccc34)[C@]12C)C(C)C	0.3	-0.2	1.3	2.5	0.8	/	-1.6	2.6
O=C(CCS(=O)(=O)c1ccc(Br)cc1)NCc1ccco1	-0.9	0.0	2.2	7.2	-9.2	/	8.0	-7.5
Cc1ccc(S(=O)(=O)N2CCN(C(=O)CSc3n[nH]c(N)n3)CC2)c(C)c1	0.3	0.1	5.4	0.9	-5.2	/	0.2	-14.0
CCOC(=O)C1=CCN(S(=O)(=O)c2ccc(F)cc2)C1c1ccc(F)cc1 (centres undefined)	0.7	0.0	0.5	/	/	-0.1	-2.4	-9.6

Entries of single compounds, quoted from the list. Values in the order: ERAP1 inh | Xi reactivation | ERp5 inh | RAD54 inh | esBAF inh | E-sel inducer | S100A4 MyoIIA | RAD52 inh
O=C(c1ccc([N+](=O)[O-])cc1)N1CCN(C(=O)c2cccs2)CC1 in the list: -4.1 | -0.3 | 6.2 | / | / | -0.2 | -12.1 | -20.6
COc1ccccc1OCC(=O)Nc1ccccc1C(=O)N1CCCCC1 in the list: -0.1 | 0.0 | 7.5 | 16.3 | / | -0.1 | -2.2 | 2.9
Nc1nonc1-n1nnc(C(=O)N/N=C/c2c(F)cccc2Cl)c1-c1ccc2c(c1)OCO2 in the list: 1.8 | 0.0 | 0.1 | 7.4 | 0.2 | / | -2.9 | 5.0
